# Cav3 T inh = inhibitors of human Cav3.2 T-type calcium channel; O95180; actives 4% (n = 100,000); Cav3.2-expressing cells, Fluo-4 calcium fluorescence FDSS; active compounds read low; AID 449739; B-score at 10 µM;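 active = single-dose well whose peak fluorescence ratio is a statistical outlier from its plate by either plate-standardised score or position-corrected B-score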
# Target sequence (O95180 whole entry, looked up): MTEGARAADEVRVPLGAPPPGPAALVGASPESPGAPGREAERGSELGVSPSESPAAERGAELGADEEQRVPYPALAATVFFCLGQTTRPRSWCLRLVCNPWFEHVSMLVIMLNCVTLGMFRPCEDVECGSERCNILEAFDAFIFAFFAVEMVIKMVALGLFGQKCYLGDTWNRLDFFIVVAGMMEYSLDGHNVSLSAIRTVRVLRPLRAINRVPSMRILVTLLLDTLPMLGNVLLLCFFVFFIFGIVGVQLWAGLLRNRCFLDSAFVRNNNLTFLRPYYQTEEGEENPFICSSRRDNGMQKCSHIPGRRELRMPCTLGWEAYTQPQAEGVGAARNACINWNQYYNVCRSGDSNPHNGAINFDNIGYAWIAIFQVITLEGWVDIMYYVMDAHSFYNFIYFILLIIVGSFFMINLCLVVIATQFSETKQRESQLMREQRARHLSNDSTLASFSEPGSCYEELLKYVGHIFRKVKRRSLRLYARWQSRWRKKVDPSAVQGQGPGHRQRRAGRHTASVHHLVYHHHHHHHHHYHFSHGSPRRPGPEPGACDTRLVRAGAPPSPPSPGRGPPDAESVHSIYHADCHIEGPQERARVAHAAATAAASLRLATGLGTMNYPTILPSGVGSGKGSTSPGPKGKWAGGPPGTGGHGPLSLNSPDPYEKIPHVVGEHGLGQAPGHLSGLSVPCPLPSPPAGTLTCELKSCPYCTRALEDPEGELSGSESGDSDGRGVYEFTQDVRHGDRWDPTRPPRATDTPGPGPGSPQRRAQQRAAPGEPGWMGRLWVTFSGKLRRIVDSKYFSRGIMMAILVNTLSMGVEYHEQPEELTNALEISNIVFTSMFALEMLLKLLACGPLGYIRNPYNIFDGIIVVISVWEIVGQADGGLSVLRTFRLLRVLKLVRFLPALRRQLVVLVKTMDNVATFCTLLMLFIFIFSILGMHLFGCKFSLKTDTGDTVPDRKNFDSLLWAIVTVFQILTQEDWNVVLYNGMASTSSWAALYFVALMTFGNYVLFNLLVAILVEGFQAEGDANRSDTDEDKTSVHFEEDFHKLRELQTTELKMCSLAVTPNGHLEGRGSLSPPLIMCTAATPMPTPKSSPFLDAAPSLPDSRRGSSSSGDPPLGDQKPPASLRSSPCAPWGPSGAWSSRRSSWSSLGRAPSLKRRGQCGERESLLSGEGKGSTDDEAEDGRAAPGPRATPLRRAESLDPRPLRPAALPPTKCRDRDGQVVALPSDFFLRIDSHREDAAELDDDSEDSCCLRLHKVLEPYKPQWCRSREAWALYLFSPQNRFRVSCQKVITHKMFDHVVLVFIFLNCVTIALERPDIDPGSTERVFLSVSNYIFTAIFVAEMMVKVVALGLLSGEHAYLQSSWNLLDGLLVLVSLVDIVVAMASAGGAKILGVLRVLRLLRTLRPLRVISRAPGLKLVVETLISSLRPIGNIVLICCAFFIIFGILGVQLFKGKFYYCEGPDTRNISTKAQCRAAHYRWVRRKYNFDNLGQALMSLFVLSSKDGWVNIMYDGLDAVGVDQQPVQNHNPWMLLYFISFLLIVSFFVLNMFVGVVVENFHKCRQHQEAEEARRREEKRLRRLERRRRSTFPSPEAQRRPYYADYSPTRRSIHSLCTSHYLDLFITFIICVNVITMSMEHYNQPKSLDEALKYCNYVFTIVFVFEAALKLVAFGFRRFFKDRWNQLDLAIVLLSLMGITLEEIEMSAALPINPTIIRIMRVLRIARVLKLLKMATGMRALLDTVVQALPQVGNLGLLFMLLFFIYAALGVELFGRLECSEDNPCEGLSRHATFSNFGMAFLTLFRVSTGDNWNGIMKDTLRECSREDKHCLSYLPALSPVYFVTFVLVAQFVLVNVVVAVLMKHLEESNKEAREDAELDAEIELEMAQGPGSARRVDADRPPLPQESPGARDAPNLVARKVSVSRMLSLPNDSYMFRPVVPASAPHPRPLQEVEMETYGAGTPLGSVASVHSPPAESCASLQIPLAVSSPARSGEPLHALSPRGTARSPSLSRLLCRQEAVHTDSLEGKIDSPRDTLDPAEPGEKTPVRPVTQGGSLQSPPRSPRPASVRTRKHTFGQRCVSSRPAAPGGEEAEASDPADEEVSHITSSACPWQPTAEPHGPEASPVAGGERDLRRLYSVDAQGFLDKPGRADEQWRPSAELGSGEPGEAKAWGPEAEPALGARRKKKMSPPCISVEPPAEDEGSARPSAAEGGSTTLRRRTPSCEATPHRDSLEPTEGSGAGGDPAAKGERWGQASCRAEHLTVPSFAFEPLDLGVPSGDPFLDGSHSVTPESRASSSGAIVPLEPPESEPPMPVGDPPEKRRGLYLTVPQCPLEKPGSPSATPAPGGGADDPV
# * = called active by the depositor. An excerpt. The share of hits here may be higher or lower than overall.
SMILES,Cav3 T inh
COC(=O)C1=C(O)C(C(=O)OC)C(c2ccc(C)cc2)C(C#N)(C#N)C1c1ccc(C)cc1 (stereo not given),-5.6*
Cc1c(NC(=O)C(C)c2ccc(CC(C)C)cc2)c(=O)n(-c2ccccc2)n1C (stereo not given),0.89
COc1cc2c(c(O)c1OC)-c1c(cc(OC)c(OC)c1O)[C@@H](OC(=O)c1ccccc1)[C@@](C)(O)[C@@H](C)[C@@H]2OC(C)=O,-0.037
CCC1(C)Cc2ccccc2C(Nc2c(C)n(C)n(-c3ccccc3)c2=O)=N1 (stereo not given),-0.18
O=C(Nc1ccc(S(=O)(=O)N2CCN(Cc3ccccc3)CC2)cc1)c1cnccn1,-0.56
CCCCC1=CC2=CC(=O)C(C)(OC(=O)CC)C(=O)C2=CN1C1CCCCC1 (stereo not given),0.47
O=C(O)CCN1CCOCC1,0.27
CCn1nc(NC(=O)c2ccco2)c2cc3ccccc3nc21,0.26
CCC(=O)N1CCc2cc(S(=O)(=O)CCC(=O)Nc3nc(C)cs3)ccc21,1
CS(=O)(=O)c1ccc(Cl)c(S(=O)(=O)NCc2ccccc2)c1,0.27
CNc1sc(C(=O)c2ccccc2F)c(N)c1-c1nc2ccccc2s1,-0.97
COc1c(OC)c(O)c2c(=O)cc(-c3c(O)cccc3O)oc2c1OC,-0.81
CC(O)CN1C(=O)C(CC(=O)Nc2ccc(Cl)cc2)SC1=Nc1ccccc1 (stereo not given),-3.8
COC(=O)Nc1sc(C(=O)N(C)C)c(C)c1C(=O)OC,0.28
O=C(CCn1cccc1)Nc1ccccc1F,-0.0094
Cc1cccc(OCCSc2nnc(-c3ccoc3C)n2C)c1,0.33
CCOc1cc([C@H]2[C@@H]3CCCC[C@]3(O)CCN2CC(=O)NCc2ccco2)ccc1O,0.48
CNC(=O)c1nc(C)c(C2(C)CC(c3ccccc3)=NO2)s1 (stereo not given),-0.0048
Cc1ccccc1-c1ccc(Nc2ccc(C(=O)N3CCOCC3)cc2)nn1,1.2
Cc1cccc(C)c1NC(=O)CSc1nnc(CCCCCNC(=O)OC(C)(C)C)o1,-0.7
CC(C)CCn1cnc2c1c(=O)n(C)c(=O)n2C,0.64
O=C(N1CCOCC1)N1CCN(c2ccccc2F)CC1,0.086
CSCCc1nc(SCC(=O)Nc2nnc(C)s2)[nH]c1C,-0.038
Cc1cc(C)c2cc(CN(CCO)C(c3nnnn3Cc3ccc(F)cc3)C(C)C)c(=O)[nH]c2c1 (stereo not given),-0.67
O=C(c1ccco1)N1CCN(C(=O)c2cc3sccc3n2Cc2ccccc2)CC1,-0.28

# Given with each value named: 3 of the compounds above
COC(=O)Nc1sc(C(=O)N(C)C)c(C)c1C(=O)OC
  Cav3 T inh: 0.28
O=C(CCn1cccc1)Nc1ccccc1F
  Cav3 T inh: -0.0094
Cc1cccc(OCCSc2nnc(-c3ccoc3C)n2C)c1
  Cav3 T inh: 0.33

# (cont.)
SMILES,Cav3 T inh
CCO[C@@H]1OC(C(=O)N2CCN(Cc3ccccc3)CC2)=C[C@H](C2CC2)[C@H]1CCCO,-0.026
COc1ccc2nc(NC(=O)C3CCN(S(=O)(=O)c4cccc5nsnc45)CC3)sc2c1,-0.39
N#CC1=C(N)S[C@H](C(=O)C23CC4CC(CC(C4)C2)C3)[C@H]1c1ccncc1,-0.74
CCn1c(CNC(=O)c2cccc(C)c2)nnc1SCC(=O)Nc1cccc(OC)c1,-0.57
NC(=O)C1CCN(CCC(=O)Nc2cccc(Cl)c2)CC1,1.3
Cc1ccc(-n2c(-c3ccco3)nc3c(cnn3-c3ccc(C)cc3)c2=O)cc1,0.8
CCCCC(=O)Nc1ccc2c3c(cccc13)C(=O)N2CC,0.054
O=C(CC1CCCC1)OCn1nnc2ccccc2c1=O,0.038
Cc1cc(NC(=O)CSc2nnc(C)c(=O)[nH]2)no1,-0.74
CCO/C=C1\C(=O)N(c2ccccc2)C(=O)c2ccccc21,0.044
O=c1[nH]c(N2CCOCC2)nc2ncn(Cc3ccccc3)c12,0.26
O=C(N/N=C/c1ccc(O)c(O)c1O)/C(=C/c1ccc([N+](=O)[O-])cc1)NC(=O)c1ccccc1,-0.93
COc1cccc(CNC(=O)C2CCN(S(=O)(=O)c3c(C)nn(C)c3C)CC2)c1,1
COc1ccc2nc3oc(C(=O)N4CCN(c5cccc(C(F)(F)F)c5)CC4)cc3cc2c1,0.027
C=CCNc1nc(NCCN2CCOCC2)nc(OC)n1,0.97
CCOC(=O)c1ccc2c(c1)n(CC)c(/C=C/Nc1ccccc1)[n+]2CC,-0.19
C[C@@H](NC(=O)C(=O)c1c[nH]c2ccccc12)c1ccccc1,-0.78
COc1ccc(CCn2c(=O)[nH]c3cc(C(=O)NCCc4ccccc4)ccc3c2=O)cc1OC,-1.5
CC(C)(C)SCCNC(=O)c1ccc(NS(C)(=O)=O)cc1,0.68
CCOC(=O)c1oc2ccc(CNC3CCCCC3)c(Cl)c2c1C,-0.53
Cc1ccc(/C=C/C2=NN(Cc3ccccc3)C(=O)CC2)cc1,-0.017
COC(=O)c1ccccc1NC(=O)CS(=O)(=O)Cc1nc(-c2ccc(C)cc2)oc1C,-4.4
COc1ccccc1N1CCN(C(=O)c2cc(-c3ccc(C)cc3)on2)CC1,-4.2*
CC(=O)c1cccc(NC(=O)Nc2cnn(Cc3ccc(Cl)cc3Cl)c2)c1,-0.75
CCNC(=O)NC(=O)C(C)OC(=O)c1cccnc1SC (stereo not given),-0.13
# Following part:
SMILES,Cav3 T inh
O=C(NCC1CCCO1)[C@@H]1CSC2c3ccccc3C(=O)N21 (stereo not given in full),-0.29
COc1cccc(C(=O)Nc2cccc(NC(C)=O)c2)c1,-2.1
CN(C[C@H](Cc1ccccc1)N(CCN(CCc1ccccc1)N=O)N=O)N=O,-0.61
O=C(c1nc2nc(-c3ccccc3)cc(C(F)(F)F)n2n1)N1CCOCC1,0.7
COc1cc2[nH]cc(C(=O)NCc3cccs3)c(=O)c2cc1OC,0.069
COc1cccc(NC(=O)Nc2nnc(-c3ccccc3SCc3ccccc3)s2)c1,-0.015
COc1ccc(CCNC(=O)Cc2cc(=O)[nH]c(=O)[nH]2)cc1OC,-0.039
Cc1ccc(CNC(=O)CSc2nc3ccccc3c(=O)n2CCCO)cc1,0.34
Cc1ccc(-c2nc3cc(C)ccc3o2)cc1,0.51
CC1CCC/C(=N/Nc2ccc([N+](=O)[O-])cc2[N+](=O)[O-])C1 (stereo not given),-0.085
Cc1cc(-c2cc(C(=O)NC3CCCC3)on2)nc(NC2CCCC2)n1,0.15
COc1ccc(OC)c(C2C(C#N)=C(N)Oc3c2c(C)nn3-c2cccc(Cl)c2)c1 (stereo not given),0.096
C#CCOCCOCCOCCNc1nc(N2CCN(C(=O)Cn3cc(CC(C)O)nn3)CC2)nc(N2CCN(C(=O)Cn3cc(CC(C)O)nn3)CC2)n1 (stereo not given),0.58
O=C(CN1C(=O)C2(OCCO2)c2ccccc21)c1ccc(Cl)cc1,1.3
O=C1OCCC1S(=O)(=O)c1ccc2ccccc2c1 (stereo not given),0.36
O=C(NCC1CCCO1)c1cc(-c2ccccc2)on1 (stereo not given),0.4
CCCCCN(C(=O)NC(=O)NC(C)CC)S(C)(=O)=O (stereo not given),0.29
Cc1cc2c(c(=O)n1CCCn1ccnc1)C(c1ccco1)C(C#N)=C(N)O2 (stereo not given),-0.016
Cc1nn(CCc2n[nH]c(=S)n2-c2cccc(Cl)c2)c(C)c1[N+](=O)[O-],1.2
Cc1cccc(N(C)S(=O)(=O)c2cccc3nsnc23)c1,-0.062
Cc1ccc(-c2nc3ccccc3o2)cc1NC(=O)Cc1cccs1,-0.16
COCCN1CN(S(=O)(=O)c2ccccc2)c2nc3ccccc3nc21,-0.32
Cc1ccc(-n2nnnc2-c2cnn(-c3cccc(F)c3)c2C(F)(F)F)cc1,-4.1
O=C(NNC(=O)c1ccccc1Br)c1ccc(Cl)c(Cl)c1,-0.00021
O=C(Cc1coc(-c2ccc(F)cc2)n1)N1CCOCC1,1
# The listing continues.
SMILES,Cav3 T inh
Cc1csc(NC(=O)CSc2nc(C)cs2)n1,0.17
O=C1Nc2ccccc2C(O)(C(=O)NCc2ccco2)N1c1ccccc1 (stereo not given),-0.72
Cc1ccc(NC(=O)C(C)N2C(=O)C3C4CC(C(Br)C4Br)C3C2=O)cc1 (stereo not given),-4.9
CCCSc1nc(N2CCOCC2)c2c(c1C#N)CCCC2,-6.6*
OC(COc1ccc(Cl)cc1)CN1C2=NCCCN2c2ccccc21 (stereo not given),-3.5
Cc1cccc(CSCCNC(=O)CSCc2ccc([N+](=O)[O-])cc2)c1,-3.2*
COc1ccc(C(O)C(CN2CCOCC2)c2ccccc2)cc1 (stereo not given),1.8
C=C1CCN([C@@H](C)C(=O)NCc2ccc(OC)cc2)S(=O)(=O)c2ccccc21,-0.44
CCOC(=O)C1CCCN(C(=O)c2cc3c(=O)n(C)c4ccccc4c3n2C)C1 (stereo not given),3.1*
CCOC(=O)CN(C(=O)CNC(=O)c1cccs1)C(C(=O)NC1CCCC1)c1cccnc1 (stereo not given),-0.29
C=CC[C@@H]1C=C(C)C[C@H](C)C[C@H](OC)[C@H]2O[C@@](O)(C(=O)C(=O)N3CCCC[C@H]3C(=O)O[C@H](/C(C)=C/[C@@H]3CC[C@@H](O)[C@H](OC)C3)[C@H](C)[C@@H](O)CC1=O)[C@H](C)C[C@@H]2OC,-4.1
COc1ccc(NC(=O)C(CCSC)N2C(=O)c3ccccc3C2=O)cc1 (stereo not given),0.0078
O=C(Cn1nnc2ccccc21)NCc1ccccc1,-0.43
Cc1cccc(N2CCCC2=Nc2ccc(Br)cc2C#N)c1,1.4
CCOC(=O)c1nn(-c2ccc(C)cc2)cc1O,-0.0011
O=c1cc(-c2ccc(F)cc2F)[nH]c2ccccc12,0.33
O=C(NC(=S)Nc1nc2c(s1)CSc1ccccc1-2)c1ccccc1,0.31
CC1(c2nnc(Cc3ccccc3)o2)CC(c2ccncc2)=NO1 (stereo not given),0.55
COc1ccccc1NC(=O)NS(=O)(=O)c1ccc(C)cc1,-0.29
CCOc1ccc(C(=O)N2CCN(Cc3ccccc3)CC2)cc1,1.1
COc1cc(-c2nc(Cc3ccccc3Cl)no2)cc(OC)c1OC,6.1e-07
COCCSc1ccccc1C(=O)Nc1nnc(COC)s1,0.025
C=CCn1c(SCC(=O)NC(=O)NCCC)nnc1C1CCCCC1,0.35
Fc1ccccc1OCCCN1CCOCC1,0.05
CC(C)(C)OC(=O)[C@H](Cc1ccccc1)NC(=O)c1[nH]cnc1C(=O)Nc1ccc(Cl)cc1,0.88

# 3 records picked at random from the list so far, as already listed:
SMILES,Cav3 T inh
Cc1cccc(CSCCNC(=O)CSCc2ccc([N+](=O)[O-])cc2)c1,-3.2*
CCOC(=O)C1CCCN(C(=O)c2cc3c(=O)n(C)c4ccccc4c3n2C)C1 (stereo not given),3.1*
COc1cc(-c2nc(Cc3ccccc3Cl)no2)cc(OC)c1OC,6.1e-07

# (listing goes on)
SMILES,Cav3 T inh
C=CC(=O)NC(NC(=O)C=C)c1ccc(Br)cc1,0.95
O=C(N(Cc1ccccc1)c1ccccn1)C12CC3CC(CC(C3)C1)C2,-3.6*
COC(=O)c1ccc(OC(=O)c2ccc(OC)c(OC)c2)c(OC)c1,-0.23
c1ccc2oc(CCc3nc4ccccc4o3)nc2c1,-0.16
O=C(Nc1ccc2c(c1)OCO2)C1CCN(C(=O)CSc2ncnc3ccccc23)CC1,0.25
COC(=O)[C@@H]1C[C@@]2(O)[C@H](O)[C@H](O)[C@H](O)C[C@H]2N1Cc1ccc(-c2ccccc2)cc1,0.006
CC(=O)c1c(C)[nH]c(C(=O)Nc2cc(C)ccc2C)c1C,0.2
Cc1c(OCC(F)(F)F)ccnc1CS(=O)c1nc2ccccc2[nH]1 (stereo not given),0.13
Cc1ccccc1-c1cc2c(nn1)-c1ccccc1C2=O,-2
CC(=O)NCCOC(=O)Nc1ccncc1,0.093
Cc1cccc(NC(=S)N2CCC(c3nc4ccccc4o3)CC2)c1C,-1.5
COC(=O)Cn1cnc2c(C#N)c3n(c2c1=O)CCCCC3,0.25
CCn1c(COc2ccccc2)nnc1SCC(=O)NC1CCCCC1,0.39
Cc1ccc(C)c(S(=O)(=O)N/N=C2/CCCc3ccccc32)c1,-4
CC1CC2(NC(=O)NC2=O)C(C)CN1C (stereo not given),0.29
CCc1cccc(NC(=O)CN(c2ccc(OC)cc2)S(=O)(=O)c2c(C)n[nH]c2C)c1,-4.2*
CC1=CC(C)(C)N2C(=O)C3(C(C#N)=C(N)OC4=C3C(=O)CC(C)(C)C4)c3c(C)c(C)cc1c32 (stereo not given),-0.11
Cc1c(NC(=O)CSc2nc3ccccc3n2C)c(=O)n(-c2ccccc2)n1C,-0.024
Clc1ccc(CCNc2ncnc3nc[nH]c23)cc1,-0.00083
CCN1CCN(Cc2c(O)c(Cl)cc3c(C)cc(=O)oc23)CC1,0.79
Cc1cc2ncn(C3CC(=O)N(Cc4ccccc4)C3=O)c2cc1C (stereo not given),-0.15
O=C(Nc1ccc(N2CCOCC2)c(Cl)c1)c1cccc(F)c1,0.045
Cc1ccc(-c2noc(-c3cccs3)n2)cc1,-0.016
COC(=O)C1CCN(Cc2cc(=O)oc3cc(OC)ccc23)CC1,0.67
CCOC(=O)C1(C(F)(F)F)N=C(N(C)C)OC(N(C)C)=N1,-1.3

# Six of these compounds in a different format:
Cav3 T inh | smiles
0.55 | CC1(c2nnc(Cc3ccccc3)o2)CC(c2ccncc2)=NO1 (stereo not given)
1 | COc1cccc(CNC(=O)C2CCN(S(=O)(=O)c3c(C)nn(C)c3C)CC2)c1
0.2 | CC(=O)c1c(C)[nH]c(C(=O)Nc2cc(C)ccc2C)c1C
-0.43 | O=C(Cn1nnc2ccccc21)NCc1ccccc1
0.27 | O=C(O)CCN1CCOCC1
-0.61 | CN(C[C@H](Cc1ccccc1)N(CCN(CCc1ccccc1)N=O)N=O)N=O

# Screens deposited in PubChem BioAssay by Vanderbilt High Throughput Screening Facility.
